N370S GC mod: inhibitors or activators of N370S glucocerebrosidase for Gaucher disease. P04062. N370S GC spleen homogenate, 4MU-glucoside fluorescence. Potency, µM (series often up to 59.4 µM), for inactives: at the highest dose activity change, negative = inhibition, actives largely listed as inhibitors. 330,000 compounds, 0.092% hits;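 note: 0% = full enzyme activity and -100% = no enzyme basal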
TDP1 block: inhibitors of human tyrosyl-DNA phosphodiesterase TDP1; 350,000 compounds, 0.28% hits; recombinant TDP1, AlphaScreen DNA substrate cleavage; AID 485290; Potency, µM (top dose mostly 130 µM), for inactives: at the highest dose activity change, negative = inhibition, most hits filed as inhibitors; note: nearly all actives have a fitted effect of over 40% in size
Target sequence (Q9NUW8 whole entry, looked up): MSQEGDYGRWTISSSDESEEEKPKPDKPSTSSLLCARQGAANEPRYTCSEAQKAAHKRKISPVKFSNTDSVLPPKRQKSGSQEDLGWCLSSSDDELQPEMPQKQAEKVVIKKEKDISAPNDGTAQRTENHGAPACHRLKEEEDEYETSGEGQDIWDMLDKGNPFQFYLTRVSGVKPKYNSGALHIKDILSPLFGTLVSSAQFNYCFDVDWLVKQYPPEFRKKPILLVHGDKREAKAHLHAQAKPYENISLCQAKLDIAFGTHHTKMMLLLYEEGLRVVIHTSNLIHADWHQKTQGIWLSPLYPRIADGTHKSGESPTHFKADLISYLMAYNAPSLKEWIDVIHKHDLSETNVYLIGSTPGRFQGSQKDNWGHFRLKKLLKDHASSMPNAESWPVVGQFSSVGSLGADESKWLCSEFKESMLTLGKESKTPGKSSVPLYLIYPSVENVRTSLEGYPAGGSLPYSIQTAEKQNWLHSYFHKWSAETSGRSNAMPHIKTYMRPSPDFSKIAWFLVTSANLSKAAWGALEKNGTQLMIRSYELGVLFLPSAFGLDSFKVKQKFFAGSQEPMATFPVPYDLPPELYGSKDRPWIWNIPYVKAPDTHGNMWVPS
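Steps: enzyme plus compound, 15 min RT; add biotin/phosphotyrosine-FITC oligonucleotide (15 nM final), react 5 min; add donor/acceptor beads (10 ug/ml final), 10 min; read AlphaScreen. Tdp1 at 1 nM final.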
FEN1 inh: human FEN1 inhibition; P39748; Recombinant FEN1 flap cleavage, fluorescence, 15 min; 390,000 compounds, 0.35% hits; Potency, µM (doses to about 114 µM), for inactives: at the top dose activity change, negative = inhibition, actives largely listed as inhibitors; AID 588795; note: nearly all actives have a fitted effect of over 65% in size
Target sequence (P39748 whole entry, looked up): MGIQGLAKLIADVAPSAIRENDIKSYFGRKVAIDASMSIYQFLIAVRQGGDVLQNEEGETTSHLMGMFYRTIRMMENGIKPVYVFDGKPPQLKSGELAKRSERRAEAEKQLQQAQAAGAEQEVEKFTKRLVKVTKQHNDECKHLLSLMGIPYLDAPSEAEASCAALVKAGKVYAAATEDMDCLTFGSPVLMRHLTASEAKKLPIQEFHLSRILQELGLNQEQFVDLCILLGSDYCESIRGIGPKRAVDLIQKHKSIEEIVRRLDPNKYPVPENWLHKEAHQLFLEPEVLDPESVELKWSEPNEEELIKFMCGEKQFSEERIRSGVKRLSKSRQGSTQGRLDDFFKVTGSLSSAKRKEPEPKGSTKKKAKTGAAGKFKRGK
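Read-out was taken twice, immediately and after 15 min, following addition of 50 nM substrate to 10 nM FEN1 that had sat with test compound for 15 min at room temperature. Curves came from a four-parameter Hill model.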
* hit, by the source's call; ? = inconclusive; / = no result given; & = joins results of further samples; [ ] = dose if it differs, or a comment. Calls come from the whole dose curve; as a rule, active = well fitted curve in the direction sought with a large enough effect; inconclusive = small, poorly fitted or top-dose-only effect, or another doubt; inactive = no such curve, though single readings can be large; an effect the other way counts as inactive or inconclusive. Unless noted, % is set by controls: 0 for no effect and ±100 for the full control effect; potency is the fitted concentration of half-maximal effect.

SMILES	N370S GC mod	TDP1 block	FEN1 inh
COc1ccc(CCNCc2ccsc2)cc1OC	-25%	4%	-2%
CCOC(=O)C1=C(C)OC(N)=C(C(=O)OC)C12C(=O)Nc1ccc(Br)cc12 (stereo not drawn)	2%	3%	-2%
CCN1C[C@]2(C)CC[C@H](O)[C@@]34C5C[C@@H]6[C@@H](OC)C[C@@](O)(C5[C@H]6O)[C@@H](CC23)[C@@H]14 (stereo partly drawn)	1%&-5%	4%&-2%	/
CCC1C2Cn3c(nc4ccccc43)C1N(C)O2 (stereo not drawn)	9%	0%	4%
O=C1c2ccccc2C(=O)N1Cc1nc2ccccc2c(=O)n1-c1ccccn1	6%	-2%	11%
CCN1CCC2(CC1)NC(CO)(CO)CO2	-23%	-8%	12%
Clc1ccc(COC(Cn2ccnc2)c2ccc(Cl)cc2Cl)c(Cl)c1 (stereo not drawn)	?	11%	-27%&-1%
CCN(CC)c1ccc(CNCCc2ccccc2F)cc1	-11%	5%	-9%
CC(C)(C)C(O)C(Oc1ccc(-c2ccccc2)cc1)n1cncn1 (stereo not drawn)	-2%	23%	/
Cn1c(O)c(C=Nc2ccccc2)c(=O)n(C)c1=O	-6%	/	3%
Cn1c(O)c(C=NCCN2CCOCC2)c(=O)n(C)c1=S	-16%	-4%	-14%
CCc1ccc(-n2c(O)c(C(C)=O)c(=O)[nH]c2=O)cc1 (tested in a mixture with another compound)	3%	4%	2%
COC(=O)C1=C(c2ccc(-c3ccccc3)c(F)c2)C[C@@H]2CC[C@H]1N2C(=O)NCCOc1ccccc1	/	0%	-27%
COC(=O)C1=C(c2cc3ccccc3o2)C[C@@H]2CC[C@H]1N2C	/	0%	3%
COC(=O)C1=C(c2ccc(Cl)c(C(F)(F)F)c2)C[C@@H]2CC[C@H]1N2C(=O)NC1CCCCC1	/	0%	3%
O=c1[nH]c(=O)n(C2CCCCC2)c(O)c1C=Nc1ccc(N2CCOCC2)cc1	-1%	0%	7%
COc1ccc(N2CCN(Cc3nc4ccccc4[nH]3)CC2)cc1	0%	11%	-2%
O=C(c1ccccc1)C1CCCN(Cc2nc(-c3cnccn3)no2)C1 (stereo not drawn)	-20%	8%	4%
CCC(Oc1ccc(Cl)cc1)C(=O)OC1CC2CCC(C1)N2C (stereo not drawn)	-13%	7%	/
Cc1ccccc1NC(=O)NCCN1CC1	-2%	1%	-15%
O=C(Nc1ccc(Cl)cc1)O/N=C(\c1ccccc1)c1ccccn1	3%	1%	-13%
CCCCn1c(O)c(C=Nc2c(C)n(C)n(-c3ccccc3)c2=O)c(=O)[nH]c1=O	0%	5%	-4%
CC(C)C(=O)Nc1ccc(N2CCN(C)CC2)c(F)c1	-4%	3%	1%
CC(=O)Nc1ccc(OC(=O)c2ccccc2N)cc1	6%	3%	-9%
Cc1cc(C=C2C(=O)N(C)C(=S)N(C)C2=O)c(C)n1-c1cccnc1	-17%	1%	5%
O=C(COc1ccccc1)N1CCN(CC2CC3C=CC2C3)CC1 (stereo not drawn)	1%	-3%	-3%
CN1CCN(C(=O)COc2ccc(S(=O)(=O)NCc3ccccc3)cc2Cl)CC1	-5%	2%	-6%
CCn1c(O)c(C=NCCN2CCOCC2)c(=O)[nH]c1=S	5%	4%	3%
CN(C)[C@@H]1C(=O)C(C(N)=O)=C(O)[C@@]2(O)C(=O)C3=C(O)c4c(O)ccc(Cl)c4[C@@](C)(O)C3C[C@@H]12 (stereo partly drawn)	-4%	-8%	45µM*
O=c1[nH]c(=O)n(-c2ccccc2F)c(O)c1C=NCCC1=CCCCC1	-2%	-1%	-4%
CN1C[C@@H](CS(=O)(=O)N(C)C)C[C@@H]2c3cccc4c3c(cn4C)C[C@H]21	-4%	11%[56.1 µM]	/
O=c1[nH]c(Cl)ccc1CN1CCOCC1	2%	-12%	5%
N#Cc1c(Cl)nc(Cl)c2c1CCN(Cc1ccccc1)C2	?	3%	-9%
Nc1cc(Cl)ccc1O	20%	-5%	/
Cc1cccc(N2C(=O)NC(=O)/C(=C\C=C\c3ccco3)C2=O)c1	-4%	-4%	?
O=C(C(=O)N1CCC2(CC1)OCCO2)c1c[nH]c2ccccc12	7%	6%	18%
O=P(Nc1ccccc1)(Nc1ccccc1)Oc1cccc(Cl)c1	2%[12.8 µM]	0%	?
CCN1C[C@]2(C)CC[C@H](OC)[C@]34C5C[C@@H]6CC[C@@](O)(C5C(=O)O6)C(C13)[C@@H](OC(=O)c1ccccc1)C24	-10%	1%	/
CC(=NCCC1=CCCCC1)c1c(O)n(C)c(=O)n(C)c1=O	8%	2%	-3%
CN(C)c1ccc(C(=O)N/N=C/C23CC[C@@H](O)CC2(O)CC[C@@H]2[C@@H]3CCC3(C)C(C4=CC(=O)OC4)CCC23O)cc1 (stereo partly drawn)	26%	/	-15%

Reformatted: 2 of the compounds above.
Screens in order – N370S GC mod, TDP1 block, FEN1 inh
- O=c1[nH]c(Cl)ccc1CN1CCOCC1
    2%, -12%, 5%
- N#Cc1c(Cl)nc(Cl)c2c1CCN(Cc1ccccc1)C2
    ?, 3%, -9%

(further entries)
SMILES	N370S GC mod	TDP1 block	FEN1 inh
Cn1c(O)c(C=Nc2ccc(F)cc2)c(=O)[nH]c1=O	-4%	/	20%
O=[N+]([O-])c1cccc(NP(=O)(Oc2ccccc2)Oc2ccccc2)c1	-2%	/	-24%
CCCOC(=O)COc1cc(C)cc2oc(=O)c3c(c12)CCC3	18%	0%	-1%
Cc1cccc(N2C(=O)NC(=O)/C(=C\c3cnc(-c4ccccc4)nc3)C2=O)c1	11%	2%	-3%
CCN1C[C@]2(OC(=O)c3ccccc3NC(C)=O)CCC(OC)C34C5C[C@H]6C(OC)[C@]5(O)[C@](O)(C[C@@H]6OC)C(C[C@@H]32)[C@H]14 (stereo partly drawn)	-6%	/	0%
COc1cc(/C=C2\C(=O)NC(=O)N(c3ccccc3)C2=O)cc(OC)c1OC	-2%	-2%	0%
O=C1/C(=C/c2cccnc2)SC(=NCc2ccccc2)N1Cc1ccccc1	?	-5%	-3%
O=C(CCl)NCC1CCCO1 (stereo not drawn)	-23%	0%	1%
Cc1ccc(N2C(=O)NC(=O)/C(=C/c3cnn(-c4ccc(C)cc4)c3)C2=O)cc1	-1%	-5%	3%
COc1ccc(OCC(=O)N2CCN(CCc3ccncc3)CC2)cc1	/	3%	1%
Oc1ccccc1O	-7%&1%&3%	?	-4%
CC(=NCC1CCCO1)c1c(O)n(-c2ccc(C)cc2)c(=O)[nH]c1=O (stereo not drawn)	2%	2%	6%
Cc1cccc(CN2CCCC(C(=O)c3ccc(C(F)(F)F)cc3)C2)n1 (stereo not drawn)	2%	-1%	15%
COC(=O)C1=C(c2ccc(Cl)c(C(F)(F)F)c2)C[C@@H]2CC[C@H]1N2C(=O)NCCOc1ccccc1	/	0%	-3%
COc1ccc(N2C(=O)CC(=O)NC2=O)cc1	-3%	-3%	-6%
O=C(Cn1cc(C(=O)c2ccccc2F)c2ccccc21)NC1CC1	2%	3%	3%
Cc1cccc(NC2=NCCCS2)c1	2%	5%	-3%
CC(=O)c1ccc(-c2ccccc2)cc1	5%	3%	17%
Nc1cc(N2CCNCC2)ccc1[N+](=O)[O-]	-6%	-1%	-5%
Cc1cc(C(=O)O)c(C)n1C1CC1	22%	/	-11%
Clc1ccccc1C(c1ccccc1)(c1ccccc1)n1cccn1	0%	6%	/
COc1ccc(CNS(=O)(=O)c2cc3c(cc2C)N(C)CCO3)cc1	4%	-1%	-9%&22%
COc1cccc(OC)c1C(=O)NC(=S)N1C[C@H]2C[C@H](C1)c1cccc(=O)n1C2	-18%	/	-3%
Cn1cnc([N+](=O)[O-])c1Sc1ccc([N+](=O)[O-])cc1	1%	6%	1%
COP(=S)(OC)SCN1C(=O)c2ccccc2C1=O	11%	5%	-20%
CO/C1=C\C(C)=C\[C@@H](C)[C@@H](O)[C@@H](C)C/C(C)=C/C=C\[C@H](OC)C([C@@H](C)[C@@H](O)[C@H](C)[C@@]2(O)C[C@@H](O)[C@H](C)C(C(C)C)O2)OC1=O (stereo partly drawn)	4%[2.35 µM]	7%[3.34 µM]	/
ClC(Cl)(Cl)Cl	-2%&10%	8%&13%	/
CCN1CCC(NCC2CCCCC2)CC1	-9%	7%	9%
COc1cc(CN2C(=O)NC(=O)C3(Cc4cc(C)ccc4N(C)C3)C2=O)cc(OC)c1 (stereo not drawn)	-3%	3%	7%
COP(=O)(OC)C(NS(=O)(=O)c1ccccc1)C(Cl)(Cl)Cl (stereo not drawn)	3%	6%	4%
O=C1NC(=O)N(c2cccc(Br)c2)C(=O)/C1=C/c1ccsc1	13%	0%	-4%
CN1CCCCC1c1ccc(-c2cccnc2)nc1 (stereo not drawn)	0%&5%&-5%	2%	10%
Nc1ccc2nonc2c1[N+](=O)[O-]	-16%	1%	11%
COc1cc(C=C(C#N)C#N)cc(O)c1O	-5%	17%[56.1 µM]	/
CCOC(=O)CNC(=O)CSP(=S)(OCC)OCC	-6%	-4%	-1%
CC(=O)OC1CC(OC2C(O)CC(OC3C(O)CC(OC4CCC5(C)C(CCC6C5CC(O)C5(C)C(C7=CC(=O)OC7)CCC65O)C4)OC3C)OC2C)OC(C)C1OC1OC(CO)C(O)C(O)C1O (stereo not drawn)	4%	10%	2%&-13%
CCCCn1c(=O)c(C(=O)NCc2ccccc2Cl)c(O)c2ccccc21	-3%	/	-23%
Cc1ccsc1C(=O)C1CCCN(Cc2cnc(N(C)C)s2)C1 (stereo not drawn)	4%	-2%	/
Cc1c(-c2cccc(Cl)c2)nc2ccccc2c1C(=O)N1CCC2(CC1)OCCO2	5%	3%	2%
Cc1ccc(S(=O)(=O)N2CCC(C(=O)N3CCC4(CC3)OCCO4)CC2)cc1	-1%	4%	-1%
Fc1ccc2c(c1)nnn2C1CCN(Cc2ccccc2)CC1	-4%	6%	10%
c1cc2c(cc1C1OCC3C(c4ccc5c(c4)OCO5)OCC13)OCO2 (stereo not drawn)	/	-2%	7%
CCCCn1c(O)c(C(C)=NCCc2c[nH]c3ccccc23)c(=O)[nH]c1=O	?	1%	-1%
NP(N)(=O)NC(=O)c1ccc(F)cc1	-12%	10%	/
CC12CN3CC(C)(CN(C1)C3c1cccs1)C2 (stereo not drawn)	5%	2%	-6%
Cc1ccc(-n2sc3ccccc3c2=O)cc1	-6%	7%	-18%
Clc1ccccc1C1NCc2ccccc2-n2cccc21 (stereo not drawn)	-1%	3%	5%
O=C1CN=C(c2ccccc2)c2oc3ccc(Br)cc3c2N1	-28%	0%	-13%

14 compounds from above, arranged by number of heavy atoms, smallest number first:
SMILES	N370S GC mod	TDP1 block	FEN1 inh
Nc1ccc2nonc2c1[N+](=O)[O-]	-16%	1%	11%
NP(N)(=O)NC(=O)c1ccc(F)cc1	-12%	10%	/
CCN1CCC(NCC2CCCCC2)CC1	-9%	7%	9%
CC12CN3CC(C)(CN(C1)C3c1cccs1)C2 (stereo not drawn)	5%	2%	-6%
CN1CCCCC1c1ccc(-c2cccnc2)nc1 (stereo not drawn)	0%&5%&-5%	2%	10%
Clc1ccccc1C1NCc2ccccc2-n2cccc21 (stereo not drawn)	-1%	3%	5%
O=C1NC(=O)N(c2cccc(Br)c2)C(=O)/C1=C/c1ccsc1	13%	0%	-4%
Cc1ccsc1C(=O)C1CCCN(Cc2cnc(N(C)C)s2)C1 (stereo not drawn)	4%	-2%	/
c1cc2c(cc1C1OCC3C(c4ccc5c(c4)OCO5)OCC13)OCO2 (stereo not drawn)	/	-2%	7%
CCCCn1c(O)c(C(C)=NCCc2c[nH]c3ccccc23)c(=O)[nH]c1=O	?	1%	-1%
Cc1ccc(S(=O)(=O)N2CCC(C(=O)N3CCC4(CC3)OCCO4)CC2)cc1	-1%	4%	-1%
Cc1c(-c2cccc(Cl)c2)nc2ccccc2c1C(=O)N1CCC2(CC1)OCCO2	5%	3%	2%
COc1cc(CN2C(=O)NC(=O)C3(Cc4cc(C)ccc4N(C)C3)C2=O)cc(OC)c1 (stereo not drawn)	-3%	3%	7%
CC(=O)OC1CC(OC2C(O)CC(OC3C(O)CC(OC4CCC5(C)C(CCC6C5CC(O)C5(C)C(C7=CC(=O)OC7)CCC65O)C4)OC3C)OC2C)OC(C)C1OC1OC(CO)C(O)C(O)C1O (stereo not drawn)	4%	10%	2%&-13%

Bioassay records: PubChem, National Center for Advancing Translational Sciences (NCATS)

An excerpt, so the mix of outcomes need not match the whole.
